# HT1080 IDH1KD tx: kills HT-1080 cells with IDH1 knockdown; HT-1080 IDH1 knockdown viability, ATP luminescence, 48 h; Potency, µM (titrated, usually from 46.1 µM), without a hit: top-dose activity, negative = toxicity, usual class: cytotoxic; 360,000 tested, 2% active; AID 686971;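 also: potency is read from the fitted curve at half-maximal effect; 0% = DMSO wells and -100% = cell-free medium wells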
#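 Knockdown cells (IDH1KD HT-1080) received compounds 2 h after plating at 750 cells/well and were kept 48 h at 37 °C in 5% FBS RPMI. A CellTiter-Glo luminescence read gave % activity for curve fitting.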
# KB-3-1 cytotox: kills parental KB-3-1 adenocarcinoma cells; Potency, µM (highest dose often 46.1 µM), without a hit: at the top dose activity change, negative = cytotoxic, usual class: cytotoxic; 400,000 tested, 1.4% active; KB-3-1 viability, CellTiter-Glo ATP luminescence, 72 h; also: potency is read from the fitted curve at half-maximal effect; % is scaled to controls: 0 for no effect and ±100 for the full control effect; nearly all actives have a fitted effect of over 60% in size
#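 KB-3-1 parental drug-naive adenocarcinoma cells in DMEM/10% FBS, incubated 72 h at 37 C with pin-transferred compounds across a concentration series. Viability by CellTiter-Glo luminescence; concentration-response curves fitted after normalization.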
# KB-V1 MDR tox: kills drug-selected multidrug resistant KB-V1 cells. KB-V1 MDR cells viability, CellTiter-Glo, 72 h. Potency, µM (titrated, usually from 46.1 µM), without a hit: top-dose activity change, negative = cytotoxicity, most hits filed as cytotoxic. 400,000 tested, 3.4% active; also: potency is read from the fitted curve at half-maximal effect; % is scaled to controls: 0 for no effect and ±100 for the full control effect; nearly all actives have a fitted effect of over 60% in size
#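 Cytotoxicity via CellTiter-Glo luminescence after 72 h compound exposure at 37 degrees C. Cells: drug-selected KB-V1 line, DMEM phenol-red free plus 10% FBS. Compounds tested at multiple concentrations; normalized data fitted to concentration-effect curves.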
# ATXN2 expr inh: reduces ATXN2 reporter expression in HEK-293 cells; HEK-293 ATXN2-luciferase reporter, luminescence, 24 h; Potency, µM (doses to about 57 µM), without a hit: at the top dose activity change, negative = inhibition, most hits filed as inhibitors; 360,000 tested, 0.72% active; also: potency is read from the fitted curve at half-maximal effect; % is scaled to controls: 0 for no effect and ±100 for the full control effect; nearly all actives have a fitted effect of over 55% in size
#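 qHTS (up to 57 uM final) was run with 24 h compound exposure of reporter cells at 37 °C. Each well was multiplexed: SteadyGlo luminescence measured ATXN2-luciferase expression after a fluorogenic Gly-Phe-AFC viability readout (25 uM final).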
# S2 tox: cell viability loss in ATXN counter-screen; S2 cells (HEK-293 line with an ATXN2-luciferase reporter) viability, CellTiter-Fluor protease fluorescence, 24 h; Potency, µM (highest dose often 56.7 µM), actives largely listed as cytotoxic; 400,000 tested, 0.49% active; also: potency is read from the fitted curve at half-maximal effect; nearly all actives have a fitted effect of over 40% in size
# SW480 rereplic: DNA re-replication induction in SW480 cells; SW480 DNA re-replication, Hoechst DNA content imaging, 48 h; Potency, µM (doses to about 46.1 µM), for inactives: at the top dose re-replication activation, hits mostly activators; 340,000 tested, 1.8% active; also: potency is read from the fitted curve at half-maximal effect; % of control where 0% means no effect; nearly all actives have a fitted effect of over 55% in size
#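 Readout is total intensity of Hoechst-stained nuclei, excited at 405 nm and collected at 500-530 nm. Compound treatment lasted 48 hr at 37 C in 5% CO2 before staining.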
# HT1080NT lethal: kills 2HG-producing HT-1080-NT fibrosarcoma cells | Potency, µM (doses to about 46.1 µM), for the others: at the highest dose activity, negative = less viability, most hits filed as cytotoxic | HT-1080-NT fibrosarcoma viability, CellTiter-Glo ATP luminescence, 48 h | AID 686970 | 360,000 tested, 1.6% active;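 also: NT is the 2HG producing partner of a matched IDH1 knockdown line; potency is read from the fitted curve at half-maximal effect; 0% = DMSO-treated cells and -100% = media-only wells without cells; nearly all actives have a fitted effect of over 55% in size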
#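 Luminescent CellTiter-Glo readout after 48 hours of compound exposure at 37 degrees C defined viability of HT-1080-NT cells. Activity was normalized to DMSO wells and cell-free media wells; concentration-response curves were fitted and assigned curve classes.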
# IL1B secr inh: inhibitors of inflammasome signaling (IL-1 beta secretion) | activity change, % at 57.5 µM | 360,000 tested, 4.7% active | AID 743279 | THP-1 LPS/ATP IL-1B secretion, AlphaLISA, 16 h; hits give low values; in the data active = activity change below about -50%; inconclusive = mostly about -30% to -49%; also: % is scaled to controls: 0 for no effect and ±100 for the full control effect
#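 THP-1 cells pretreated 1 hr with compounds (up to 57.5 uM final), then stimulated with LPS (250 ng/mL final) plus ATP (1.25 mM final); secreted IL-1B measured by AlphaLISA after 16 hr, decreased signal indicating inhibition.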
# MCF10A rerep: DNA re-replication induction in MCF 10a cells; MCF 10A DNA re-replication, Hoechst nuclear intensity, 48 h; Potency, µM (doses to about 46.1 µM), for inactives: at the top dose activity, positive = re-replication, usual class: activators; 350,000 tested, 2.9% active; also: potency is read from the fitted curve at half-maximal effect; % of control where 0% means no effect; nearly all actives have a fitted effect of over 50% in size
# * hit, by the source's call; i = inactive; ? = inconclusive; . = no result given; & = joins results of further samples; [ ] = another dose, or the depositor's remark. Unless noted, calls follow the shape of the dose curve; as a rule, active = well fitted curve in the direction sought with a large enough effect; inconclusive = small, poorly fitted or top-dose-only effect, or another doubt; inactive = no such curve, though single readings can be large; an effect the other way counts as inactive or inconclusive. Random draw from the library. Share with any hit: about 11%.
1. O=C(NCC(=O)N1CCCC1)c1ccc(Cl)cc1
2. Cc1ccc(CN2CCN(c3cccc4[nH]ccc34)CC2)cc1
3. COc1cc2ncnc(NCc3ccccc3F)c2cc1OC
4. Cc1ccc(C)c(NC(=O)CCc2c(C)nn(-c3ccc(N4CCCCC4)nn3)c2C)c1
5. O=C(NC1CC1)C1=C[C@@H](C2CC2)C[C@@H](OCCCCO)O1
6. CC(C)OCc1c(C(=O)Nc2nccs2)oc2ccccc12
7. COCCNC(=O)C(=O)NCC1OCCN1S(=O)(=O)c1ccc(F)cc1 (centres undefined)
8. Cc1cccc(C)c1OCc1nnc(SCC(=O)NCc2ccccc2)o1
9. Cc1ccc(Cn2c(=O)c3c(nc4n3CCCN4Cc3ccccc3)n(C)c2=O)cc1
10. CN(C)c1nc2n(c(=O)n1)CCS2
assay / compound	1	2	3	4	5	6	7	8	9	10
HT1080 IDH1KD tx	24%	-18%	3%	-9%	18%	-8%	-1%	?	3%	18%
KB-3-1 cytotox	22%	-3%	5%	0%	12%	-4%	11%	-2%	-1%	2%
KB-V1 MDR tox	0%	-14%	-23%	?	8%	0%	0%	?	-3%	4%
ATXN2 expr inh	14%	3%	-12%	2%	10%	-1%	1%	-7%	9%	4%
S2 tox	i	i	i	i	i	i	i	i	i	i
SW480 rereplic	204%	-11%	-20%	-3%	-3%	-9%	-19%	?	-7%	-25%
HT1080NT lethal	2%	-3%	11%	2%	1%	0%	-11%	0%[9.24 µM]	1%	15%
IL1B secr inh	-1	27	-21	-8	11	48	i	0	-19	0
MCF10A rerep	-14%	15%	7%	15%	14%	-4%	-2%	?	2%	-10%

11. COc1ccc(OCC(=O)Nc2c(C(=O)N(CCN(C)C)Cc3ccco3)oc3ccccc23)cc1
12. COc1ccc(OCC(O)Cn2c(N)nc3c2c(=O)[nH]c(=O)n3C)cc1 (centres undefined)
13. Cc1cc(Nc2ccc(Br)cc2F)n2nc(C)nc2n1
14. COc1cc(C2C3=C(CC(C)(C)CC3=O)Nc3ccccc3N2C(C)=O)cc(OC)c1OC (centres undefined)
15. COc1ccc([C@H]2CC(=O)C=C(c3cccc(C(C)C)c3)C2)cc1
16. Cc1cc(C(=O)N2CCN(c3ccc(C(F)(F)F)cn3)CC2)c(C)o1
17. c1cc(-c2n[nH]c(-c3ccncc3)n2)ccn1
18. O=C(CS(=O)(=O)c1cn(Cc2ccc(Cl)cc2)c2ccccc12)N1CCCCC1
19. CCOc1cc2[nH]c(=O)n(CCC(=O)N3CCN(c4ccccc4)CC3)c(=O)c2cc1OCC
20. O=C(COC(=O)/C=C/c1ccc(F)cc1)Nc1ccc2[nH]c(=O)[nH]c2c1
assay / compound	11	12	13	14	15	16	17	18	19	20
HT1080 IDH1KD tx	?	8%	-9%	5%	-1%	-5%	8%	10%	.	-1%
KB-3-1 cytotox	?	12%	?	12%	-12%	-19%	?	-23%	-2%	8%
KB-V1 MDR tox	-66%	0%	-25%	?	2%	?	?	-2%	?	10%
ATXN2 expr inh	-37%	2%	-13%	5%	10%	.	4%	-3%	4%	-3%
S2 tox	i	i	i	i	i	i	i	i	i	i
SW480 rereplic	?	1%	-6%	14%	-4%	7%	4%	-8%	.	0%
HT1080NT lethal	?	16%	-20%	-7%	-20%	?	3%	15%	.	0%
IL1B secr inh	.	28	-16	-12	?	-12	21	5	.	-10
MCF10A rerep	?	-4%	0%	-4%	?	4%	-15%	8%	.	1%

# The final 4 records of the section above are carried over, then new ones follow.
17. c1cc(-c2n[nH]c(-c3ccncc3)n2)ccn1
18. O=C(CS(=O)(=O)c1cn(Cc2ccc(Cl)cc2)c2ccccc12)N1CCCCC1
19. CCOc1cc2[nH]c(=O)n(CCC(=O)N3CCN(c4ccccc4)CC3)c(=O)c2cc1OCC
20. O=C(COC(=O)/C=C/c1ccc(F)cc1)Nc1ccc2[nH]c(=O)[nH]c2c1
21. CCC(C)(C)n1nnnc1CN(Cc1ccc(Cl)cc1)Cc1ccco1
22. CCOC(=O)c1c2ccc(OCC(=O)NN)cc2n2ccccc12
23. COc1ccc(-c2nc(CSCC(=O)NCCC3=CCCCC3)c(C)o2)cc1OC
24. CCn1c(SCc2ccc(F)cc2Cl)nnc1-c1nonc1NC(C)=O
25. COc1ccc(S(=O)(=O)Nc2ccccc2C(=O)N2CCOCC2)cc1F
26. NS(=O)(=O)c1ccc(NC(=O)c2cc(-c3ccccc3O)n[nH]2)cc1
27. Cc1cc(C)c(S(=O)(=O)N2CCOC2CNC(=O)C(=O)NCCCN2CCOCC2)c(C)c1 (centres undefined)
28. CC1(C)Cc2ccccc2-c2nc3ccccc3c(=O)n21
29. CC1=CN2C(=N)/C(=C/c3cn(CCCOc4ccccc4C)c4ccccc34)C(=O)N=C2S1
30. CCc1nnc(NC(=O)CCC(=O)N2CCN(Cc3ccc(OC)c(F)c3)CC2)s1
assay / compound	17	18	19	20	21	22	23	24	25	26	27	28	29	30
HT1080 IDH1KD tx	8%	10%	.	-1%	-2%	?	-9%	.	-2%	-17%	6%	-1%	0%	-5%
KB-3-1 cytotox	?	-23%	-2%	8%	21µM*	?	-15%	-20%	44%	8%	.	-1%	23%	-15%
KB-V1 MDR tox	?	-2%	?	10%	23µM*	28%	21µM*	10%	-6%	0%	.	5%	-12%	-9%
ATXN2 expr inh	4%	-3%	4%	-3%	-29%	-31%	2%	-30%	-1%	-14%	1%	3%	3%	-9%
S2 tox	i	i	i	i	i	.	?	i	?	i	i	i	i	i
SW480 rereplic	4%	-8%	.	0%	1%	-11%	7%	.	-3%	-3%	-6%	2%	15µM*	?
HT1080NT lethal	3%	15%	.	0%	-4%	-28%	-21%	.	5%	-5%	-11%	-11%	7%	3%
IL1B secr inh	21	5	.	-10	-26	?	-29	.	0	-14	-9	2	0	36
MCF10A rerep	-15%	8%	.	1%	?	16µM*	4%	.	0%	14%	12%	?	22%	12%

31. CCN1CCN(c2cc(C)c3cc(NC(=O)CCC(=O)Nc4ccc(OC)cc4OC)ccc3n2)CC1
32. CC(C)n1cc(/C=C/c2cc[n+](C)cc2)c2ccccc21
33. COc1ccc(S(=O)(=O)N2CCN(CC(=O)c3[nH]c(C)c(C(C)=O)c3C)CC2)cc1OC
34. O=C/C(=C\Nc1ccccn1)c1nc2ccccc2o1
35. COc1c(C(=O)Nc2ccc(CN3CCOCC3)cc2)cc2ccccc2c1Br
36. CN(C)C(=O)C(OC(=O)c1ccc2c(c1)CCCC2)c1ccccc1 (centres undefined)
37. COc1ccc(NC(=O)C(=O)Nc2ccc3nc4n(c(=O)c3c2)CCCCC4)c(OC)c1
38. COc1ccc(OC)c(NC(=O)c2c(NCc3ccc(C)o3)sc3c2CCC(C)C3)c1 (centres undefined)
39. CCOC(=O)N1CCC(NC(=O)C2CCN(C(=O)N3CC(C)Oc4ccc(C)cc43)CC2)CC1 (centres undefined)
40. COC(=O)C1=C(C)N(CCc2ccc(OC)c(OC)c2)C(=O)/C1=C\N(C)C
assay / compound	31	32	33	34	35	36	37	38	39	40
HT1080 IDH1KD tx	-24%	9.2µM*	-3%	?	?	-6%	.	.	-1%	15%
KB-3-1 cytotox	5%	1.3µM*	5%	-5%	-22%	-9%	4%	0%	-1%	-4%
KB-V1 MDR tox	7%	-14%	?	11%	?	-7%	-6%	-17%	-4%	8%
ATXN2 expr inh	-2%	?	-11%	27%	-18%	-2%	14%	?	1%	1%
S2 tox	.	i	?	i	i	i	i	?	i	i
SW480 rereplic	0%	18µM*	-3%	?	?	-99%[inhibitor]	.	.	2%	2%[9.22 µM]
HT1080NT lethal	?	?	0%	-23%[9.24 µM]	-12%	-3%	.	.	-2%	8%
IL1B secr inh	-20	-76*	0	-12	i	-7	.	.	-3	-14
MCF10A rerep	-19%	6.5µM*	13%	21µM*	?	-5%	.	.	1%	4%

41. CN(C)S(=O)(=O)c1ccc(C(=O)Nc2ccnn2C2CCCCC2)cc1
42. C=CCn1c(SCc2ccc(C(=O)NCCO)cc2)nc2sc(C)c(C)c2c1=O
43. O=C(CN1C(=O)C2C3C=CC(C4CC34)C2C1=O)Oc1ccccc1 (centres undefined)
44. COc1ccc(-c2csc(NC(=O)c3c(C)noc3C)n2)cc1OC
45. Cc1cc2nc(C)n(CCCNC(=O)Nc3ccc(C#N)cc3)c2cc1C
46. c1cc2nnnn2nc1N1CCCCCC1
47. CCSc1nnc(NC(=O)c2cnccn2)s1
48. CN(CCC1CCOCC1)C(=O)C1CCC(=O)N(CCc2cccc(F)c2)C1 (centres undefined)
49. CCOCCCNc1nc2cc(OC)c(OC)cc2c2nc(-c3ccccc3)nn12
50. CC(C)NCC(O)COc1ccc(CC(N)=O)cc1 (centres undefined)
assay / compound	41	42	43	44	45	46	47	48	49	50
HT1080 IDH1KD tx	-6%	?	10%	3%	?	10%	-2%	3%	.	16%
KB-3-1 cytotox	-10%	-3%	0%	-16%	1%	0%	0%	.	0%	0%
KB-V1 MDR tox	-10%	?	?	-13%	19%	8%	12%	.	?	3%
ATXN2 expr inh	-10%	-27%	13%	.	-36%	4%	8%	15%	0%	4%
S2 tox	i	i	i	.	i	i	i	i	i	i
SW480 rereplic	-3%	5%	-1%	.	-25%	-5%	3%	-6%	.	?
HT1080NT lethal	-10%	?	19%	9%	?	8%	8%	0%	.	27%
IL1B secr inh	11	-4	4	?	9	16	33	15	.	18
MCF10A rerep	6%	-37%[inhibitor]	9%	.	-6%	2%	5%	-4%	.	1%&-6%
